# SENP6 inh: blocks the human protease SENP6. Q9GZR1. Recombinant SENP6 catalytic domain, aminoluciferin luminescence. inhibition, % at 10 µM. 1.8% of 330,000 active. AID 2599;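 active = inhibition above about 50% at the single tested dose, limit read from the data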;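 also: plate controls were DMSO wells with enzyme for no effect and DMSO wells lacking enzyme for full effect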
# SENP1 inh: inhibitors of human SENP1 SUMO protease catalytic domain. Q9P0U3. recombinant SENP1 catalytic domain, CyPet-SUMO1-YPet FRET cleavage. inhibition, % at 10 µM. 0.21% of 360,000 active;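 active = inhibition at least 30% at 10 µM, raw YFP signal under a set limit, fluorescence ratio 0.5 to 1.5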;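 also: 0% = enzyme with DMSO and 100% = no enzyme wells; some results filed as inactive read as strong as hits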
# Target sequence (Q9P0U3 419-644 limits assumed): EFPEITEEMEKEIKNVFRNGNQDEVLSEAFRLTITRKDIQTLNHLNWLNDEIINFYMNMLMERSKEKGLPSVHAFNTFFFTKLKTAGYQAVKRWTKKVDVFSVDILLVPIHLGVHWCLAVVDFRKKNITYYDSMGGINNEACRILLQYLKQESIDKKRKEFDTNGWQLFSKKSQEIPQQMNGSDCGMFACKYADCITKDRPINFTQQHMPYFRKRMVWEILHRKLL
#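 Assay system: hSENP1 catalytic domain, recombinant. Amount: SENP1 enzyme, 20 pM final. Schedule: 50 min reaction, RT, dark. Technique: FRET, CFP and YFP emission. Control set: no-enzyme wells low, DMSO-plus-enzyme wells high control.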
# PfGluPho inh: PfG6PD (Plasmodium falciparum) enzyme inhibition. 0.78% of 350,000 active. inhibition, % at 20 µM. PfGluPho enzyme, NADPH resazurin-diaphorase fluorescence;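 active = inhibition reaching at least a set limit at 20 µM in the primary screen, cut at about 59% in these data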;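 also: 0% = DMSO wells with substrate and 100% = DMSO wells lacking glucose-6-phosphate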
# SENP8 inh: SENP8 (human) protease inhibition; Q96LD8; recombinant SENP8, Nedd8 substrate fluorescence; inhibition, % at 20 µM; 0.64% of 360,000 active; AID 602440; in the data active = inhibition mostly above about 40%, no sharp cut-off; inactive = mostly below about 27%
# Target sequence (Q96LD8 whole entry, looked up): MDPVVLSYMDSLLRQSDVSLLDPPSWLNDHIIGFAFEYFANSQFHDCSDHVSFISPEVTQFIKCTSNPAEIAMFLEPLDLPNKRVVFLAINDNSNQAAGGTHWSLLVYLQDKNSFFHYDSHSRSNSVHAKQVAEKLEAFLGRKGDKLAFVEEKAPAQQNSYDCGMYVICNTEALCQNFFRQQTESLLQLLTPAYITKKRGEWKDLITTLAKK
# hIAP activ: increases human intestinal alkaline phosphatase activity; P09923; purified human IAP, CDP-Star luminescence, 30 min; stronger effect = higher value; 1 = vehicle-only enzyme, 0 = enzyme-free background; activation factor at 10 µM; 0.16% of 330,000 active;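 active = activation factor of the enzyme at least 2-fold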; also: the source names both 10 and 20 µM as test concentration; values of inactives mirror those of a sister screen read the other way
# MPTP inh: blocks calcium-induced mitochondrial swelling; isolated mouse mitochondria, Ca2+ swelling absorbance, 30 min; inhibition, % at 10 µM; 1.4% of 360,000 active;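 active = inhibition of 50% or more, scaled per plate between neutral and stimulator controls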;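 also: 0% = DMSO wells given calcium and 100% = 1 mM EGTA wells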
# ATG4B inhibitor: ATG4B (human) cysteine protease inhibition; Q9Y4P1; ATG4B cleavage of LC3-PLA2, NBD-HPC fluorescence, 1 h; inhibition, % at 8.33 µM; 0.51% of 340,000 active; in the data active = inhibition above about 40%
# Target sequence (Q9Y4P1 whole entry, looked up): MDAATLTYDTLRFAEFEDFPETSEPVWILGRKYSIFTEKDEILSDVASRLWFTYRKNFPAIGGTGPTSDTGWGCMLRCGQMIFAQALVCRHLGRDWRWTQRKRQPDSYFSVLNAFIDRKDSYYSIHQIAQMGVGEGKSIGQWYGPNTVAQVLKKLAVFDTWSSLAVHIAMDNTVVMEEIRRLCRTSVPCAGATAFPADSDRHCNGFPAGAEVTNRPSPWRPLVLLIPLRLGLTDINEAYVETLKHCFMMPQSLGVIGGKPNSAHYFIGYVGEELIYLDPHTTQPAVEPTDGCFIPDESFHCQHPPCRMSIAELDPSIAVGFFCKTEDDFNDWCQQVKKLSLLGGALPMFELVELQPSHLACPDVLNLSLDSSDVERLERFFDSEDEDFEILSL
# NR3A LBD binder: modulators (binders) of human NR3A ligand-binding domain; AID 1259313; NR3A LBD differential scanning fluorimetry, Tm shift; 0% = protein alone, 100% = glycine-bound protein; Tm shift relative to glycine control, % at 25 µM; 2.5% of 340,000 active;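 active = melting temperature shift of at least 10% of the positive control shift, at one fixed dose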
# Numbers without * were called inactive; i = inactive; · = not tested or not shown.
SMILES,SENP6 inh,SENP1 inh,PfGluPho inh,SENP8 inh,hIAP activ,MPTP inh,ATG4B inhibitor,NR3A LBD binder
O=C(O)C(S)C(S)C(=O)O (stereo not drawn),·,2.9,45.0,49.2*,·,0.0,-2.7,3.3
CC(C)COc1ccc(Cc2cnc(N)nc2N)cc1,-6.4,-6.7,-11.4,-12.0,1.09,1.7,-16.4,2.0
Cc1ccc(C(=O)O/N=C/c2ccc3c(c2)OCO3)cc1,9.2,8.6,-2.3,0.8,0.912,0.0,-7.5,-0.1
O=[N+]([O-])c1ccc(N2CCN(c3nc(-c4ccc(Cl)cc4)cs3)CC2)cc1,-11.8,1.2,-2.9,42.8*,0.959,1.3,-10.9,-0.8
CCN(C(=O)COC(=O)CSc1ccc(F)cc1)c1c(N)n(Cc2ccccc2)c(=O)[nH]c1=O,-4.9,4.3,-11.9,8.4,1.13,-1.6,-9.0,-2.3
COC(=O)/C(C#N)=C/c1occc1C,-0.7,0.8,7.2,13.3,1.02,1.6,-2.6,9.3
O=C(c1ccncc1)N1CCN(C(=O)c2cccc3ccccc23)CC1,13.5,-2.4,-15.1,13.2,1.07,-1.8,0.6,-0.9
CCCn1c(SCC(=O)Nc2ccccc2OC)nnc1-c1ccco1,-16.4,-0.3,11.2,1.7,1.19,0.0,-5.9,-2.2
Cc1ccc(C)c2nc(N3CCCC3)c(C#N)cc12,-6.1,-23.7,15.8,i,0.969,-1.5,-8.0,1.0
CCCN1CCN(CCCNC(=O)c2cc3c(=O)n(C)c4ccccc4c3n2C)CC1,·,0.2,29.6,-33.5,·,-0.9,0.6,2.3
COc1ccccc1NC(=O)N(Cc1ccco1)Cc1cc2cc(C)cc(C)c2[nH]c1=O,-5.4,-1.1,-2.4,-74.9,0.872,-2.1,-22.1,-2.8
Cc1ccc(-n2nnc3c(=O)n(CC(=O)NCc4ccccc4)cnc32)cc1,-5.8,-3.2,-23.2,10.5,1.02,1.9,-4.5,-1.6
Cc1cc(NC(=O)CSc2nc(N)c(NC(=O)c3ccco3)c(=O)[nH]2)no1,-12.3,-0.9,-3.0,11.3,1.11,-0.2,-7.7,1.1
CCC(CC)c1nnc(NC(=O)c2ccc(S(=O)(=O)N3CCc4ccccc4C3)cc2)s1,9.5,-0.1,-27.5,18.3,1.01,3.2,3.2,2.4
Cc1onc(-c2ccccc2)c1C(=O)N1CCN(S(=O)(=O)c2ccccc2Br)CC1,-8.3,-9.6,-3.1,-1.7,1.02,0.2,-10.7,-0.6
COc1ccc(-c2nnc(SCC(=O)N3CCOCC3)o2)cc1OC,8.1,1.9,-17.4,4.1,0.923,-0.8,3.1,-0.8
O=C(CSc1ncn[nH]1)Nc1ccccc1Sc1ccccc1,-6.6,0.1,21.6,8.0,0.797,0.9,-6.9,0.9
COC(=O)Nc1ccc(S(=O)(=O)Nc2cc(OC)nc(OC)n2)cc1,-12.1,0.7,6.4,1.5,1.18,0.6,-2.0,3.8
COC(=O)CSc1[nH]c(=O)cc(C)c1C#N,-12.2,-2.5,-2.3,12.8,0.997,-7.5,1.6,-0.8
COc1ccc(CCN2CC(C(=O)Nc3ccc4c(c3)OCO4)CC2=O)cc1OC (stereo not drawn),11.7,-0.4,4.5,0.8,0.955,4.4,-5.1,-0.8
COc1ccc(-n2c(=O)c(NC(=O)c3ccccc3)c3n(c2=S)CCCCC3)cc1,13.2,-0.1,-13.2,10.8,1.02,-1.2,-12.4,-0.3
CC(C)c1nc2scc(-c3ccc(Cl)cc3)c2c(=O)n1N,-23.6,4.4,16.4,22.2,0.814,3.9,-11.1,-0.8
O=C(CC12CC3CC(CC(C3)C1)C2)NCO,-2.4,-0.2,1.8,19.5,1.02,-1.5,0.3,-1.2
CCOc1ccc(S(=O)(=O)N(CC(=O)N2CCC(C(N)=O)CC2)c2ccc(F)cc2)cc1,-16.5,0.4,-5.5,7.0,1.16,-0.3,-1.6,3.2
CCN(CC(=O)NC1CCS(=O)(=O)C1)c1nc(-c2cccnc2)nc2ccccc12 (stereo not drawn),-8.2,0.3,-0.2,-40.7,1.2,0.5,-12.8,-2.1
O=C(CN1CCN(Cc2cccc(F)c2)CC1)Nc1ccccc1F,-15.1,1.2,1.5,10.1,0.938,0.8,-2.4,-1.3
CC(C)NS(=O)(=O)c1ccc(OCC(=O)Nc2ccc3c(c2)OCO3)cc1,13.5,2.4,-1.5,3.5,0.853,-1.0,1.7,5.2
CCN1C(=O)[C@H]2[C@@H](c3ccc(-c4ccc(OC)cc4)cc3)N3CCC[C@@]3(C(=O)OC)[C@H]2C1=O,-20.9,-0.2,-2.8,i,0.858,-1.7,-9.5,0.0
CCOc1cc(NC(=O)c2ccccc2[N+](=O)[O-])c(OCC)cc1NC(=O)CC(C)C,-16.5,-6.2,-14.9,17.3,0.921,-0.5,-7.8,-3.1
Cc1ccc(N2CC(C(=O)Nc3nnc(SCc4ccccn4)s3)CC2=O)cc1 (stereo not drawn),-5.1,0.2,-7.9,-6.0,0.817,1.4,-3.5,-0.8
CC1(C)CC(=O)C=C(Nc2ccc(F)c(Cl)c2)C1,-12.4,1.1,4.5,8.0,1.09,0.2,-2.4,1.2
O=C(Cc1cccs1)NCc1ccc(Cl)cc1,-9.6,-3.6,3.0,-3.4,0.961,-0.1,-4.6,-1.2
CCCc1c(C)nc2ccccc2c1SCCC#N,6.6,-2.7,18.8,5.7,0.786,3.7,-2.8,-2.4
CC(=O)Nc1cccc(NC(C)=O)n1,-9.8,-0.4,-17.2,30.2,1.18,0.5,2.7,0.5
CSc1ccc(S(=O)(=O)N2CC(=O)Nc3ccccc32)cc1,-21.0,-9.8,-9.2,-39.4,1.21,0.8,-3.8,-0.6
CC(Sc1n[nH]c(=O)n1Cc1ccccc1)C(=O)NC1CCCCC1C (stereo not drawn),-5.6,1.4,2.8,6.8,0.962,0.1,-2.1,1.6
CCCCC(=O)OCC(=O)Nc1cccc(S(=O)(=O)NC2=NCCCCC2)c1,7.7,4.9,8.5,4.0,0.926,-0.3,-2.5,-2.1
CCCc1cc(C(=O)OC)c(NC(=O)CCC(=O)O)s1,-6.6,1.0,-17.8,10.3,0.949,-0.2,-0.8,1.2
CN1CCN(C(=S)Nc2ccc(Cl)cc2)CC1,5.2,-0.7,-5.8,6.5,0.911,-0.5,1.9,-0.1
O=C(NCCCN1CCOCC1)c1cc(S(=O)(=O)N2CCN(c3ccccc3)CC2)ccc1Cl,6.5,-2.7,0.8,-5.8,0.918,-2.6,-8.7,-0.8
FCCCOc1ccc(-c2ccnc3ncnn23)cc1,-27.5,-0.2,10.9,-373.1,1.05,-1.5,1.6,-1.7
COCCCN=C1NN=C(c2cc(C)n(Cc3ccco3)c2C)CS1,-38.2,-2.1,29.1,1.0,0.939,7.6,-0.4,0.3
c1ccc(CCCN2CCN(c3ccccn3)CC2)cc1,-1.7,1.6,-2.1,20.1,1,3.9,-8.5,-0.9
Cc1ccc(S(=O)(=O)N(C)C)cc1NC(=O)c1cc(=O)c2ccccc2o1,20.4,-2.3,-11.7,7.9,0.817,-2.8,-9.3,-1.2
O=c1cc(C(F)(F)F)[nH]c2ccc(C(F)(F)F)cc12,2.7,-0.2,32.8,-422.3,0.986,60.8*,-2.8,-0.5
O=C(Cc1ccccc1)NCC(=O)N1CCCCC1,-9.2,2.0,-7.6,9.5,1.14,-1.3,8.3,-1.5
CCOc1cc(S(=O)(=O)NCc2ccco2)c(OCC)cc1-n1cnnn1,-0.5,1.4,-16.9,-169.8,1.18,-0.5,1.9,-3.9
CC1(C)[C@@H](O)CC[C@]2(C)[C@H]3C(=O)C=C4[C@@H]5C[C@@](C)(C(=O)O)CC[C@]5(C)CC[C@@]4(C)[C@]3(C)CC[C@@H]12,-6.4,1.7,-17.0,0.3,1.02,-4.4,-1.0,0.3
COc1ccc2c(c1)c(C(=O)N/N=C/c1ccc(Br)cc1)c(C)n2C,-14.0,-1.5,35.8,-45.9,0.944,0.9,-8.9,-1.6
Cc1cc(C)c(OCC(=O)NCC2COc3ccccc3O2)c(C)c1 (stereo not drawn),-10.4,0.1,9.9,6.8,1.02,-0.4,4.1,0.3
COc1cccc(C(=O)NNC(=S)NC2CCCCC2)c1,2.6,1.6,2.3,15.4,1.11,0.5,-0.8,-7.1
Cc1cc(NS(=O)(=O)c2ccc(NC(=O)/C=C/c3cccc(Cl)c3)cc2)no1,0.0,1.8,-19.8,-1.9,0.854,-2.7,-8.5,15.6*
O=C(NC1CC(=O)N(c2ccccc2)C1)C1CC1 (stereo not drawn),-18.8,1.1,-2.0,10.5,1.07,-2.4,-0.5,-0.8
CC(=O)N1c2ccc(S(=O)(=O)N3CCC(C(=O)NC4CCC(C)CC4)CC3)cc2CC1C (stereo not drawn),-21.9,-1.2,-3.3,-0.8,1.32,0.6,-10.3,-0.7
CC(C)SC1=NC(C)(C)C=C(/C=C/c2ccc(Cl)cc2Cl)N1,-10.7,-1.1,23.0,-46.1,1.1,-1.2,-3.1,-5.1
C=CCOc1ccc(/C=C2\SC(=S)N(NS(=O)(=O)c3ccc(C)cc3)C2=O)cc1,9.0,3.6,-16.2,25.7,1.07,2.0,33.2,-11.6
CCOC(=O)c1c(C)nc2c(c1-c1ccc(OC)c(OC)c1)C(=O)c1ccccc1-2,-0.2,11.7,-1.6,21.4,1.21,1.9,-2.4,3.7
Cc1cc(C)cc(NC(=O)N2C3CCCC2CC(NC(=O)C2CC2)C3)c1 (stereo not drawn),-5.8,1.9,-0.1,9.9,1.18,-1.1,-10.3,-0.9
c1ccc(Nc2nnc(SCc3cccc4ccccc34)s2)cc1,-11.9,1.0,5.3,12.5,0.948,2.3,8.2,10.7*
Cc1ccccc1OCCCC(=O)Nc1ccc(S(=O)(=O)Nc2onc(C)c2C)cc1,-26.2,0.5,-39.7,5.8,0.933,-0.5,4.9,-16.0

# 6 records drawn at random from the list so far, as already listed:
SMILES,SENP6 inh,SENP1 inh,PfGluPho inh,SENP8 inh,hIAP activ,MPTP inh,ATG4B inhibitor,NR3A LBD binder
C=CCOc1ccc(/C=C2\SC(=S)N(NS(=O)(=O)c3ccc(C)cc3)C2=O)cc1,9.0,3.6,-16.2,25.7,1.07,2.0,33.2,-11.6
O=c1cc(C(F)(F)F)[nH]c2ccc(C(F)(F)F)cc12,2.7,-0.2,32.8,-422.3,0.986,60.8*,-2.8,-0.5
CC(C)SC1=NC(C)(C)C=C(/C=C/c2ccc(Cl)cc2Cl)N1,-10.7,-1.1,23.0,-46.1,1.1,-1.2,-3.1,-5.1
CCOc1cc(S(=O)(=O)NCc2ccco2)c(OCC)cc1-n1cnnn1,-0.5,1.4,-16.9,-169.8,1.18,-0.5,1.9,-3.9
CC1(C)[C@@H](O)CC[C@]2(C)[C@H]3C(=O)C=C4[C@@H]5C[C@@](C)(C(=O)O)CC[C@]5(C)CC[C@@]4(C)[C@]3(C)CC[C@@H]12,-6.4,1.7,-17.0,0.3,1.02,-4.4,-1.0,0.3
c1ccc(Nc2nnc(SCc3cccc4ccccc34)s2)cc1,-11.9,1.0,5.3,12.5,0.948,2.3,8.2,10.7*

# (further entries)
SMILES,SENP6 inh,SENP1 inh,PfGluPho inh,SENP8 inh,hIAP activ,MPTP inh,ATG4B inhibitor,NR3A LBD binder
Cc1ccc2ncnc(NCCCCCC(=O)O)c2c1,3.2,-0.1,7.7,-16.6,1.23,-0.9,4.5,-1.0
CCN1CCN(CC(=O)Nc2sc3c(c2C#N)CCC3)CC1,7.9,-2.1,4.2,0.2,1.32,-0.5,-9.4,-0.3
Cc1cc(C)n(CC(=O)NC2CCCCC2)n1,-5.3,-1.7,2.5,10.6,0.813,-0.6,6.5,1.4
O=C1NC(=O)C2C3c4ccccc4C(c4ccccc43)C12 (stereo not drawn),-16.2,-0.1,24.6,7.7,0.936,-0.9,-5.2,0.5
O=C1OCCC1=Cc1ccccc1,·,2.6,-13.8,-2.5,·,-1.5,-1.3,-0.8
CCCCn1c(N)c(N(CCOC)C(=O)c2ccc(S(=O)(=O)N3CCC(C)CC3)cc2)c(=O)[nH]c1=O,-7.0,-5.9,8.8,-32.3,0.917,-0.8,-4.8,-1.2
C=CCc1ccc(OCC(O)CN2CCc3ccccc3C2)c(OC)c1 (stereo not drawn),-13.3,2.9,2.6,22.5,1.16,1.1,4.2,0.3
